RXFP1 ag: qHTS Assay for Agonists of the Relaxin Receptor RXFP1; Relaxin receptor 1 (Homo sapiens), Q9HBX9; HEK293T-RXFP1 cAMP TR-FRET, 30 min; response scale: percent of porcine relaxin response, buffer zero; Potency, µM (top dose mostly 57.5 µM), for the others: top-dose activation, most hits filed as activators; actives 0.3% (n = 370,000); further: potency means the concentration at half of the fitted maximal effect; on the % scale 0 is the no-effect control and ±100 the full control effect; nearly all actives have a fitted effect of over 60% in size; many of its hits are not listed in these tables
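cAMP rise read by TR-FRET after 30 min, 37C compound exposure (up to 58 uM) in RXFP1-transfected HEK293 cells with Ro 20174 present. EC50 from Hill-equation fits, with 29 nM porcine relaxin as 100% and buffer as basal.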
Glioma ERSR ind: qHTS for Inducers of the Endoplasmic Reticulum Stress Response (ERSR) in Human Glioma: qHTS; U87-MG GRP78 promoter luciferase reporter, 16 h; Potency, µM, for inactives: at the highest dose activation, actives largely listed as activators; actives 0.02% (n = 420,000); AID 602332, 2012; further: potency means the concentration at half of the fitted maximal effect; series mostly up to about 76 µM; % of control where 0% means no effect; nearly all actives have a fitted effect of over 35% in size
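Stably transfected U87-MG human glioma cells carrying a GRP78-based luminescent sensor were seeded at 1000 cells/well, pin-dosed with compounds and incubated 16 h. Luciferase reagent was then added, and end-point luminescence was read after 10 min at room temperature.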
D1 antag: Antagonist of Human D 1 Dopamine Receptor: qHTS; actives 3.2% (n = 360,000); AID 504652, 2011; activity change, negative = inhibition, % at 10 µM; HEK293 TREx D1 cells, calcium flux, dopamine EC80; hits give low values; D(1A) dopamine receptor (Homo sapiens), P21728; in the data active means activity change below about -30%; further: on the % scale 0 is the no-effect control and ±100 the full control effect
Target sequence (P21728 whole entry, looked up): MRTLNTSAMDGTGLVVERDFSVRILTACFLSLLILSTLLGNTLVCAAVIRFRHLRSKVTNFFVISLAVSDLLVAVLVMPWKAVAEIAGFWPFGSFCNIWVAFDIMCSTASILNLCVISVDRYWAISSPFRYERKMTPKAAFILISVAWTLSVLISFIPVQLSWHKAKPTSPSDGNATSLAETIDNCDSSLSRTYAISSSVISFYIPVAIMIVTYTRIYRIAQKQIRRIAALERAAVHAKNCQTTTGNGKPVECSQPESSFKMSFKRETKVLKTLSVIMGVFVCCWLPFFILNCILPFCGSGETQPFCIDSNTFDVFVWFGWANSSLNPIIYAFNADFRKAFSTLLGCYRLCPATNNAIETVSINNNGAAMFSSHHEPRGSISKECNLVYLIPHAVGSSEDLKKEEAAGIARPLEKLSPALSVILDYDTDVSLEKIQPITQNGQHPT
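Kinetic fluorescence of a calcium dye serves as the read-out. D1-expressing Hek293 Trex cells, induced overnight at 30 C, are exposed to compound for 180 s before an EC80 dopamine addition, then read 180 s further.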
D1 agonist: Allosteric Agonists of the Human D1 Dopamine Receptor: qHTS. actives 1% (n = 360,000). HEK293 T-REx D1 cells, calcium flux, agonist mode. activation, % at 2 µM; in the data active means activation above about 30%; further: 0% is about no effect
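Agonism was scored from calcium flux recorded over 180 s (1 read/s) after pintool compound addition, following a 10-cycle baseline. Cells were inducible force-coupled HEK293 TREx D1, plated overnight at 30 C and loaded with no-wash calcium dye.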
Vif-APOBEC3F blk: qHTS for Inhibitors of Vif-A3F Interactions: qHTS. HeLa A3F-eYFP + Vif (tagged APOBEC3F with the HIV-1 protein that degrades it), YFP fluorescence increase. AID 602313, 2012. Potency, µM (top dose mostly 46.1 µM), for inactives: at the top dose activity, negative = active. actives 0.2% (n = 390,000); further: potency means the concentration at half of the fitted maximal effect; % of control where 0% means no effect; nearly all actives have a fitted effect of over 65% in size
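Fluorescence increase (Ex 488/Em 500-530) after overnight compound treatment at 37 deg C flags inhibition of Vif-driven A3F-eYFP loss in stable HeLa A3F-eYFP/Vif cells seeded overnight beforehand.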
D1 potentiator: Potentiators of Human D1 Dopamine Receptor: qHTS; HEK293 TREx D1 cells, calcium flux, dopamine EC20 potentiation; D(1A) dopamine receptor (Homo sapiens), P21728; AID 504651, 2011; actives 0.036% (n = 360,000); potentiation, % at 10 µM; in the data active means potentiation above about 30%; further: 0% is about no effect
LDHA inh: qHTS assay for inhibitors of human lactate dehydrogenase; purified LDHA, NADH/diaphorase-resazurin fluorescence; hits give low values; actives 0.15% (n = 480,000); L-lactate dehydrogenase A chain (Homo sapiens), P00338; activity change, % (values are at about 110 or 230 µM); in the data active means activity change below about -30%; inconclusive means mostly about -25% to -30%;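 further: plate controls were DMSO wells for no effect and wells without enzyme for full effect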
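Enzyme activity of human lactate dehydrogenase 5 (2 nM; 0.06 mM NADH, 0.2 mM pyruvate, 5 min, RT) is measured via a resazurin/diaphorase fluorescence readout of residual NADH.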
D2 PAM: HTS Assay for Positive Allosteric Modulators of the Human D2 Dopamine Receptor: Primary Screen for Potentiators. HEK293 T-REx D2, calcium flux, EC20 dopamine potentiation. actives 0.34% (n = 340,000). potentiation, % at 10 µM. D(2) dopamine receptor (Homo sapiens), P14416;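 active means potentiation over 3 SD above the plate norm, cut at about 30% in these data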; further: 0% is about no effect
Target sequence (P14416 whole entry, looked up): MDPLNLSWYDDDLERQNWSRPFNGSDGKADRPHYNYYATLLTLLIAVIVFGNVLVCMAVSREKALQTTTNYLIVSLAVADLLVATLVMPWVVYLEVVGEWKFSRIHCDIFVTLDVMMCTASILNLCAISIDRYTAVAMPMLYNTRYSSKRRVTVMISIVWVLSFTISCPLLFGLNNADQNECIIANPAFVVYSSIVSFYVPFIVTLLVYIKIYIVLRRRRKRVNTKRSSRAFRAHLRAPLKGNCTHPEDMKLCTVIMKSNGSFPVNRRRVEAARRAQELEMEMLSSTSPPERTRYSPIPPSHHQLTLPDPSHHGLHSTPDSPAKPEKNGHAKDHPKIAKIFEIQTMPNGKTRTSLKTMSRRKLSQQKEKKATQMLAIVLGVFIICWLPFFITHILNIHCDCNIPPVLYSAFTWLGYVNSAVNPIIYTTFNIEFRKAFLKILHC
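Calcium flux readout, no-wash dye, 1 read/s. Inducible HEK293 Trex D2 line, overnight 30 C. Compound alone 180 s (agonist flags), then EC20 dopamine, another 180 s to score potentiation.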
Vif-A3G inh: qHTS for Inhibitors of Vif-A3G Interactions: qHTS; DNA dC->dU-editing enzyme APOBEC-3G (Homo sapiens), Q9HC16; HeLa A3G-eYFP + Vif (tagged APOBEC3G with the HIV-1 protein that degrades it), YFP fluorescence, overnight; Potency, µM (series often up to 46.1 µM), for inactives: at the top dose activity, negative = active, actives largely listed as inhibitors; actives 0.076% (n = 410,000);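 further: potency means the concentration at half of the fitted maximal effect; on the % scale 0 is the no-effect control and ±100 the full control effect; nearly all actives have a fitted effect of over 60% in size; hits raise eYFP signal because A3G escapes Vif-driven loss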
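HeLa cells stably expressing Vif and C-terminally eYFP-tagged A3G, seeded overnight at 37 deg C, then exposed to compound by pintool overnight at 37 deg C. Rise in yellow fluorescence (Ex 488/Em 500-530, Acumen) marks blocked Vif-driven A3G degradation.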
* marks the source's active call; other numbers are inactive results; ? = inconclusive; · = not tested or not shown; & = joins results of further samples. Unless noted, the call rests on the fitted dose curve; in most records, active means well fitted curve in the direction sought with a large enough effect; inconclusive means small, poorly fitted or top-dose-only effect, or another doubt; inactive means no such curve, though single readings can be large; an effect the other way counts as inactive or inconclusive. Some of the compounds tested; count on the stated rates, not on these rows.

SMILES	RXFP1 ag	Glioma ERSR ind	D1 antag	D1 agonist	Vif-APOBEC3F blk	D1 potentiator	LDHA inh	D2 PAM	Vif-A3G inh
O=C(COc1ccccc1O)NNc1ccccc1	0.3%	0.4%	9.0	1.2	-10.6%	0.1	-2.4	8.2	-10.8%
CCCc1[nH]nc2c1C(c1cccnc1)C(C#N)=C(N)O2 (stereo not given)	-0.2%	-2.9%	-3.5	0.8	0.4%	-0.4	-5.3	2.6	0.7%
COc1ccccc1Oc1ccc(NC(=O)c2ccccc2)cc1	-0.8%	4.6%	0.2	1.5	4.3%	-0.8	-3.8	·	1.2%
COc1ccccc1N1CCN(C(CNC(=O)C2CCCCC2)c2cccnc2)CC1 (stereo not given)	-1.7%	-1.7%	0.9	3.9	-3.5%	0.1	-6.0	-10.5	2.0%
CCc1c(C)nc(N2CCN(c3ccc(OC)cc3)CC2)[nH]c1=O	-0.6%	-4.8%	-0.5	-1.1	1.8%	-3.3	0.3	-3.6	0.7%
O=c1c2ccccc2c(C=Nc2ccc(Cl)cn2)c(O)n1-c1cc(Cl)ccc1N1CCOCC1	2.6%	-2.6%	-2.5	1.2	-1.3%	6.8	-0.2	-5.8	-1.2%
O=C(O)CC(NC(=O)C1CCCCC1)c1ccc(OC2CCCC2)cc1 (stereo not given)	0.6%	1.0%	2.6	9.1	2.5%	3.0	-6.7	-5.4	3.9%
COc1ccc(N(CC(=O)NCCSCc2ccco2)S(=O)(=O)c2ccc(C)cc2)cc1	-0.9%	-2.1%	-7.7	11.3	2.1%	-2.0	-1.2	0.5	-7.0%
COc1ccc(N2CCN(C(=O)c3cccnc3SCc3cccc(Br)c3)CC2)cc1	2.0%	-3.8%	0.3	0.9	5.8%	-1.1	-5.2	-1.6	0.2%
Cc1ccc(-c2nn3c(C)nnc3c3ccccc23)cc1S(=O)(=O)NC(C)c1ccccc1 (stereo not given)	9.9%	10.9%	10.8	1.6	3.5%	-1.6	-2.3	6.1	-7.9%
Oc1ccc(/C=N/N2CCCCC2)cc1O	-3.9%	5.9%	5.0	0.8	-4.4%	-2.3	4.2	-3.1	-8.5%
COc1ccc(CNC(=O)CCn2c(C)csc2=O)cc1	0.9%	-2.2%	-1.9	0.2	0.4%	13.9	-0.9	3.3	2.4%
Cc1cc(N2CCOCC2)ccc1/C=C1\NC(=O)N(CC(=O)Nc2ccc(F)cc2)C1=O	2.5%	5.5%	-0.7	1.5	0.9%	-3.0	-1.5	-2.4	3.6%
COc1ccccc1CN1C[C@@H]2C[C@@H](c3ccc(C)cc3)N3CCC[C@@]23C1=O	1.2%	-2.8%	-0.8	-0.3	-17.0%	-4.7	-0.8	2.1	-10.1%
C#CCNC(=O)C1=C[C@H](C2CCCCC2)C[C@H](OCc2ccc(CO)cc2)O1	2.4%	7.3%	-35.3*	8.6	5.5%	-4.2	-2.6	-4.2	-6.6%
COCCCNCCCCOc1ccc(Br)cc1C	1.6%	-3.8%	-35.3*	37.3*	7.9%	-17.9	-18.4	-18.6	2.2%
O=c1[nH]c(=O)n(Cc2ccco2)c2c1C(C(F)(F)F)(C(F)(F)F)N=C(c1ccco1)N2	1.8%	-1.1%	3.4	0.6	2.3%	1.4	-12.6	11.7	0.1%
COc1cc(NC(=O)c2cccc(F)c2)ccc1NC(=O)c1cc2ccccc2o1	4.7%&6.1%	-4.3%&-2.7%	3.0&3.5	3.3&0.8	-2.6%&0.5%	2.1&2.7	3.1&-11.0&0.8	-3.6&3.1	0.2%&-0.6%
CCOC(=O)c1c(C2COc3ccccc3O2)csc1N (stereo not given)	0.8%	4.7%	8.5	3.3	-10.7%	1.5	4.2	-3.3	-3.2%
COc1cccc(C(=O)Nc2ccc(-c3cn4cccnc4n3)cc2)c1OC	3.6%	-1.2%	1.0	0.9	-3.7%	-2.5	0.2	-1.7	-5.1%
COc1ccc(N(C)S(=O)(=O)c2cccc(C(=O)N3CCN(S(=O)(=O)c4ccc(C)cc4)CC3)c2)cc1	0.7%	3.8%	-5.6	5.6	0.1%	-8.4	-2.0	-3.4	0.1%
O=C(NN1C(=O)C2C3C=CC([C@H]4CC34)[C@@H]2C1=O)c1ccc(Br)cc1 (stereo not given in full)	-0.8%	-1.0%	-11.3	1.7	5.2%	-1.6	-6.6	3.2	0.0%
COc1ccc(-c2cn(-c3ccc(C)cc3)c(=O)n2CC(=O)Nc2ccc(OC)cc2OC)cc1	1.5%	9.2%	-18.3	0.0	·	-4.7	3.5	-4.5	1.6%
CCOC(=O)CSc1nnc(CNC(=O)c2cc(OC)c(OC)c(OC)c2)n1C	-0.1%	-5.8%	1.3	-0.5	2.2%	0.4	-1.7	-3.9	-2.4%
O=C(CN1C(=O)C(=O)N(Cc2ccco2)C1=O)Nc1ccccc1	·	-5.0%	·	·	6.7%	·	-4.9	·	-2.0%

(list continues)
SMILES	RXFP1 ag	Glioma ERSR ind	D1 antag	D1 agonist	Vif-APOBEC3F blk	D1 potentiator	LDHA inh	D2 PAM	Vif-A3G inh
N#Cc1ccc(CSc2nnc(-c3cccc(S(=O)(=O)N4CCCCC4)c3)o2)cc1	0.1%	-2.9%	10.5	3.0	0.0%	-0.2	-3.2	3.9	-0.1%
CCOc1ccc(NC(=O)Cn2nc(-c3ccncc3)ccc2=O)cc1	5.1%	-1.1%	3.6	0.0	1.0%	-1.9	-3.4	-2.5	-0.3%
CC(=O)N1CCOc2cc(S(=O)(=O)NCc3ccc(C)cc3)c(C)cc21	-0.6%	-2.4%	-12.5	-1.4	-13.4%	-2.2	-10.2	0.7	3.2%
O=C(/C=C1\NC2(CCCC2)Cc2ccccc21)C(=O)N/N=C/c1ccc(O)c(O)c1	-0.4%	-7.1%	27.7	4.1	-17.8%	3.5	5.5	10.4	-14.0%
Cc1cc(=O)n2nc(N3CCC(C(=O)NCc4ccccc4)CC3)sc2n1	24.5%&22.0%	-1.3%&1.1%	16.4&-18.1	6.1&1.3	0.9%&0.4%	1.2&-0.1	-2.9&-2.6	-3.3&5.9	-7.2%&-3.4%
COc1ccc(-n2c(SC3CCOC3=O)nc3ccccc32)cc1 (stereo not given)	1.8%	-8.1%	25.7	3.3	6.7%	0.4	3.3	·	-0.4%
COc1cccc(-n2nc(C(=O)N3CC(C)CC(C)C3)c3ccccc3c2=O)c1 (stereo not given)	1.7%	0.5%	-17.0	-0.3	-8.7%	8.0	7.0	13.9	-1.5%
CCOC(=O)[C@H]1[C@H]2COc3ccccc3[C@@H]2N2C(=O)c3c(C)cc(C)cc3NC(=O)[C@@]12C	-0.1%	-4.4%	-0.9	1.5	6.4%	-4.3	0.5	-7.6	0.2%
O=[N+]([O-])c1ccc(O)c(/C=N/Nc2nn[nH]n2)c1	5.6%	-3.3%	5.4	1.0	11.4%	2.6	-46.0*	14.7	2.9%
CCOC(=O)N1CCN(S(=O)(=O)c2ccc(C(=O)Nc3nnc(CC)o3)cc2)CC1	-0.6%	0.2%	12.2	8.2	-5.2%	2.8	2.6	16.4	-3.0%
CCN(CC)S(=O)(=O)c1ccc(N2CCOCC2)c(NC(=O)C2CCCC2)c1	-0.8%	-0.5%	-6.3	0.0	-16.5%	-0.1	-10.5	3.4	3.6%
CC1CN(C(=O)c2cccc(NS(=O)(=O)c3ccc(Br)cc3)c2)CC(C)O1 (stereo not given)	·	-4.4%	·	·	-3.3%	·	1.2	·	1.3%
COc1ccc(C2=Nc3ccccc3OC2)cc1	-0.2%	4.3%	1.3	1.7	3.8%	0.6	12.6	1.1	-15.9%
CCOC(=O)C1=CN(CC)S(=O)(=O)NC1CCc1ccccc1 (stereo not given)	·	-2.3%	·	·	-1.7%	·	-5.5	·	-4.6%
CCOC(=O)C(Cc1ccc(O)c([N+](=O)[O-])c1)N1C(=O)c2ccccc2C1=O (stereo not given)	·	0.6%	·	·	-10.7%	·	-3.2	·	1.9%
O=C(Nc1cccc(Cl)c1)Nc1sccc1-c1nc2ccccc2s1	4.3%	0.8%	4.4	4.2	?	6.9	-5.1	-13.7	-14.5%
CCn1nc(C)c(NC(=O)Nc2cccc(Cl)c2Cl)c1C	1.2%	2.2%	·	0.0	12.8%	-5.5	-4.8	3.2	-4.8%
O=C(Cn1cnc(S(=O)(=O)N2CCCCC2)c1)NCc1ccco1	2.3%	-2.9%	-4.6	3.6	5.1%	10.5	-2.9	-1.7	1.8%
CC(=O)c1cc(C)c(OC(=O)c2ccccc2)c(C)c1	·	0.6%	·	·	0.6%	·	-5.3	·	2.2%
O=C1CSC(=S)N1N=Cc1ccc(Cl)s1	·	3.1%	·	·	16.5%	·	15.3	·	0.9%
O=C(Cc1ccc(F)cc1)N1CCC2(CC1)NCCc1[nH]cnc12	-0.7%	-2.7%	1.2	0.5	4.8%	2.0	-4.7&-3.0	-1.5	1.5%
CCCCN(CCCC)CCn1cnc2c([nH]c3ccc(OC)cc32)c1=O	2.1%&-2.1%	-3.4%&-0.6%	-4.3&-2.1	-2.3&-1.0	-1.5%&0.6%	9.1&-1.1	-1.4&-0.7	1.8&10.0	3.9%&3.0%
CN(C(=O)COC(=O)c1ccccc1SCC(=O)N1CCCC1)C1(C#N)CCCCC1	1.9%	-1.3%	-13.6	-0.4	0.9%	-6.5	-3.5	17.0	-0.5%

Taken from above.
COc1ccc(-n2c(SC3CCOC3=O)nc3ccccc32)cc1 (stereo not given) | RXFP1 ag: 1.8%
CCOC(=O)C(Cc1ccc(O)c([N+](=O)[O-])c1)N1C(=O)c2ccccc2C1=O (stereo not given) | LDHA inh: -3.2
